MBD2 inh: MBD2-methylated oligo binding inhibition | TR-FRET, MBD2 binding to methylated oligonucleotide | Q9UBB5 | hit rate 0.31% among 370,000 | inhibition, % at 4.4 µM; in the data active = inhibition above about 13%
UHRF1 binding: UHRF1 methyl-DNA binding inhibition. Q96T88. UHRF1 binding to methylated oligo, TR-FRET. inhibition, % at 4.4 µM. hit rate 0.75% among 370,000; in the data active = inhibition above about 21%;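 note: UHRF1 SRA domain binding a hemimethylated CpG hairpin DNA probe; 0% = median of test compound wells and 100% = reference inhibitor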
DDE Tn7 FP inh: inhibitors of Tn7 peptide binding to human fibrin DD(E) | inhibition, % at 8.3 µM | hit rate 0.13% among 370,000 | P02675 | FP displacement of FITC-Tn7 peptide from fibrin DD(E); 0% = median of compound wells per plate;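 active = inhibition above the mean of compounds falling within the control limits plus 3 SD of them, cut at about 14% in these data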;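 note: 0% = plate median of compound wells and 100% = 10 µM Aha-Tn7 peptide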
Target sequence (P02675 whole entry, looked up): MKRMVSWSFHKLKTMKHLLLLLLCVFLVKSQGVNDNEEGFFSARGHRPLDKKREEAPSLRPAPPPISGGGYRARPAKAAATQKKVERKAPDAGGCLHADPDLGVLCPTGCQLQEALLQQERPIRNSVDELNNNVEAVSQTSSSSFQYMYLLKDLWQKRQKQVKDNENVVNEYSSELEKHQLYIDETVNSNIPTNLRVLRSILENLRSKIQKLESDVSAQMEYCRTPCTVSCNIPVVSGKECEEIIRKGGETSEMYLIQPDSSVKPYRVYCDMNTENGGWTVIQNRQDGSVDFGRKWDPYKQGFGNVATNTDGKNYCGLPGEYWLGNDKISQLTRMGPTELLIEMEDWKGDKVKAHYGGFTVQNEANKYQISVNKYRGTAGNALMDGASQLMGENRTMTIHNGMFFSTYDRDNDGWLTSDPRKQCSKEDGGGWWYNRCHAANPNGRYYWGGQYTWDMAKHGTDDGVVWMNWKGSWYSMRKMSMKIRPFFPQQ
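Assay system: human fibrin DD(E). Input: DD(E) 2 µM final. Medium: Tris buffer with calcium and detergent, pH 7.8. Compound dosing: single point at 8.3 µM. Timing: 10 min plus 3 h, room temperature. Technique: fluorescence polarization of the labelled Tn7 tracer. Read-out: percent inhibition. Replicates: singlicate testing.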
LEDGF integ inh: blocks HIV-1 LEDGF/p75-dependent DNA integration; hit rate 0.64% among 370,000; inhibition, % at 3.7 µM; TR-FRET IN-LEDGF/p75 DNA integration, Eu/Cy5; AID 743269;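 active = inhibition above the screen-wide mean plus 3 SD, cut at about 13% in these data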;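 note: signal is the Cy5 over europium emission ratio at 671 and 618 nm; 0% = plate median of compound wells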
TDP2 absorb: TDP2 (human) inhibition, absorbance primary screen | O95551 | recombinant TDP2, T5PNP hydrolysis, p-nitrophenol absorbance 415 nm | inhibition, % at 12.8 µM | hit rate 0.34% among 370,000 | AID 720702;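 active = inhibition above the mean of all tested compounds plus 3 SD, set per campaign, cut at about 25% in these data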;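 note: 0% = DMSO with enzyme and 100% = buffer with substrate but no TDP2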
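System – recombinant human TDP2 · Amount – 120 nM TDP2 per well · Buffer or medium – Mg2+-containing Tris-HCl buffer, pH 7.5 · Reagent – T5PNP substrate, 5 mM · Dosing – 12.8 µM single point, 1% DMSO · Incubation – 2 h at 37 °C · Measured by – epi absorbance · Read-out basis – percent inhibition · Benchmarks – high control without enzyme, low control DMSO plus TDP2 · Repeats – singlicate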
TCR CD3 inh: inhibitors of human TCR-CD3 interaction; hit rate 0.37% among 360,000; inhibition, % at 9.4 µM; TAMRA-labeled TCR probe fluorescence, biochemical; in the data active = inhibition above about 19%;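 note: recombinant mutant TCR 2C K166C tagged with TAMRA read by polarization; 0% = receptor in buffer alone and 100% = receptor with positive control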
PRMT1 FP inh: PRMT1 (human) inhibition, primary screen; AID 652257; recombinant PRMT1, activity-based probe fluorescence polarization; Q99873; inhibition, % at 2.79 µM; hit rate 1.3% among 370,000;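 active = inhibition above about 21% made by adding two undisclosed values, limit read from the data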
Target sequence (Q99873 whole entry, looked up): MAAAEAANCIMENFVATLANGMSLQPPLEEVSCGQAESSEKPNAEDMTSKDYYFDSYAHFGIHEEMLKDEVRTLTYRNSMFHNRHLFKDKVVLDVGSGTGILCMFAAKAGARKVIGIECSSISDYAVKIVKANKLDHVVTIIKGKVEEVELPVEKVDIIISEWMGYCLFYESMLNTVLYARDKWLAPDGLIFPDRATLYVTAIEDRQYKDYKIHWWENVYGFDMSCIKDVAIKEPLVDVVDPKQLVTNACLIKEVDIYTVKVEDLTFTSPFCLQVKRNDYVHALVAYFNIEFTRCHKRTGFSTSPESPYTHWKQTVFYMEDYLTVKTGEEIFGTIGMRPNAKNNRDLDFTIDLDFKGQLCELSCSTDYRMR
SIAE inh: inhibitors of human sialic acid acetylesterase SIAE. SIAE FP-Rh probe binding, fluorescence polarization. inhibition, % at 9.66 µM. Q9HAT2. AID 1053197. hit rate 0.69% among 370,000;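 active = inhibition above a cutoff: mean of compounds within the control limits plus 3 SD of those, cut at about 17% in these data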;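 note: 0% = plate median of compound wells and 100% = probe without SIAE protein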
Tn6 DDE FP: DD(E)-Tn6 binding inhibition, primary FP screen; Fibrin DD(E) TRITC-Tn6 fluorescence polarization displacement; inhibition, % at 8.3 µM; hit rate 0.21% among 370,000; AID 720509;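 active = inhibition above a per-campaign cutoff: mean of compounds within control limits plus 3 SD, cut at about 15% in these data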;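 note: 0% = median of all compound wells on the plate and 100% = blocking peptide control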
KLK7 zymogen act: activators of human kallikrein-7 zymogen. AID 652039. activation, % at 7 µM. purified proKLK7, EDANS-DABCYL substrate fluorescence; 100% is mature enzyme control, 0% vehicle. hit rate 0.9% among 370,000. P49862;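 active = activation above the mean of all tested compounds plus 3 SD, computed per campaign excluding outliers beyond control limits, cut at about 13% in these data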
An asterisk follows results filed as active.

SMILES	MBD2 inh	UHRF1 binding	DDE Tn7 FP inh	LEDGF integ inh	TDP2 absorb	TCR CD3 inh	PRMT1 FP inh	SIAE inh	Tn6 DDE FP	KLK7 zymogen act
Cc1nn2c(N3CCOCC3)cc(C(C)(C)C)nc2c1-c1ccccc1	5.6	2.3	0.2	-2.2	4.1	-0.6	7.2	-4.2	0.9	-0.6
COc1ccc(CCN2CC(C(=O)NCc3nc4ccccc4n3C)CCC2=O)cc1 (stereo not drawn)	-0.1	0.1	3.0	-2.4	8.8	2.1	0.5	-2.7	-1.6	-0.2
COc1cccc(NC(=O)c2ccc(NCCCN3CCC(C)CC3)c([N+](=O)[O-])c2)c1	-8.4	-13.0	3.3	0.4	1.0	2.2	-0.7	-0.8	1.3	0.4
CC(C)CCNC(=O)NC(=O)COC(=O)/C=C/c1cccc([N+](=O)[O-])c1	-3.0	0.4	7.8	-4.3	3.5	7.0	2.9	-2.4	5.5	0.6
CC(C)COP(=O)(c1ccc(N(C)C)cc1)C(O)c1ccccn1 (stereo not drawn)	-3.4	2.3	0.5	3.2	-0.8	-1.5	0.7	14.2	-0.9	0.0
Cc1cc(C)cc(Oc2ccccc2C=O)c1	2.0	-0.4	2.2	-4.3	-2.2	4.8	-1.6	1.6	3.9	0.0
COc1cc(C(=O)Nc2nnc(Cc3ccccc3)s2)cc(OC)c1OC	4.1	-3.6	2.6	-0.5	17.6	1.9	-3.0	-6.8	-4.9	-0.7
O=C(Nc1ccc2c(c1)OCCO2)C(c1ccccc1F)n1c(=O)c(-c2ccco2)nc2ccccc21 (stereo not drawn)	2.5	-5.6	-4.2	1.6	-2.9	2.1	8.8	-5.3	4.2	-2.4
Cc1cc(N2CCOCC2)nc2ccc(NC(=S)NCc3ccc4c(c3)OCO4)cc12	3.7	4.7	-0.5	-6.1	-1.5	-8.1	5.1	6.6	-4.8	5.1
COc1ccc(Cn2c(=O)oc3ccccc32)cc1OC	1.9	0.1	4.8	1.4	5.8	-8.1	0.4	-1.2	4.5	0.0
O=C(NCCN1CCOCC1)c1ccc2c(c1)N(Cc1ccccc1)CCS2	-4.4	-1.1	-1.9	2.7	2.7	-0.1	-3.0	5.1	4.7	21.1*
CC1=Nc2ccccc2/C1=C/c1sc(=S)n(-c2cccc(C(=O)O)c2)c1O	-0.9	-3.6	-33.8	0.4	3.3	-7.0	-21.3	-19.8	-5.3	0.1
CCSc1nnc(NC(=O)C2Cc3ccccc3CN2S(=O)(=O)CC)s1 (stereo not drawn)	0.0	-1.2	-3.9	1.2	-5.9	1.5	-2.0	-9.8	5.4	0.0
CN(Cc1ccno1)C(=O)CC1C(=O)NCCN1CC(c1ccccc1)c1ccccc1 (stereo not drawn)	-1.3	-0.9	4.3	-5.5	-2.1	2.2	0.4	-0.9	8.8	0.1
C=CCn1c(SCc2ccc(Cl)cc2)nc2cc(C(=O)N3CCC(C(N)=O)CC3)ccc2c1=O	-3.8	-0.2	-2.6	0.1	5.6	4.6	-0.4	-1.0	-4.6	0.1
O=C(NCc1ccco1)c1nn2c(C(F)(F)F)cc(-c3cccs3)nc2c1Cl	-0.5	-0.2	4.7	0.7	-5.4	1.3	1.5	-25.5	2.3	-0.3
COC(=O)c1ccccc1S(=O)(=O)N1CCC(C(=O)Nc2ccc(N3CCOCC3)cc2)CC1	1.6	4.0	3.9	-8.2	1.4	-5.6	0.7	12.6	1.2	0.4
CCc1nc2ccc(C(=O)NC3CCN(Cc4ccccc4)CC3)cn2c1N(CC)CCOC	-2.3	1.9	1.0	0.3	9.0	-7.0	-3.2	10.2	-6.4	0.2
CCc1ccc(C=C2SC(=S)N(CCCC(=O)Nc3ccc(C(=O)O)cc3)C2=O)cc1	-2.6	1.1	-4.6	0.4	-6.4	2.4	-3.4	-5.9	-3.4	0.7
CCCCn1c(N)c(N(Cc2ccccc2OC)C(=O)c2c(CC)noc2C)c(=O)[nH]c1=O	-2.1	-0.8	-6.3	-0.1	15.3	1.5	-0.4	-1.2	-6.2	-0.2
N=C1SC(CC(=O)Nc2ccc([N+](=O)[O-])cc2)C(=O)N1c1ccccc1 (stereo not drawn)	1.5	0.0	1.1	1.3	2.8	-0.7	-1.0	0.0	-6.4	0.1
Cc1ccc(SCC(=O)OCC(=O)N(CCC#N)c2ccccc2)cc1C	8.3	-0.9	-6.4	-3.2	9.7	-5.8	5.4	29.4*	-5.9	-0.3
CC(C)C(=O)NC(=S)Nc1ccccc1F	-5.5	1.2	-1.2	-1.3	-0.5	-3.7	0.9	1.5	2.0	0.3
Cc1ccsc1C(=O)N1CCC1(C)C(=O)Nc1ccc2c(c1)OCCO2 (stereo not drawn)	-1.7	-1.2	1.3	0.8	2.1	-4.5	-1.9	-2.0	0.3	-0.2
COc1ccc(CCN2CC(O)=C(c3nc(C)cs3)C2=N)cc1OC	2.0	5.1	-1.1	5.1	-11.3	-5.9	4.2	-2.7	-1.8	-0.9
CN(N=Cc1ccc([N+](=O)[O-])cc1)c1ccccn1	-3.0	10.9	-2.0	1.2	0.0	2.9	-3.3	0.7	1.7	0.0
CC(C)CC(C(=O)OCC(=O)Nc1cccc(Cl)c1)N1C(=O)C2CC=CCC2C1=O (stereo not drawn)	-3.9	3.6	-5.4	1.8	-29.8	-7.7	0.1	-11.0	1.8	-0.4
COC(=O)CS(=O)(=O)c1nnc([C@H](Cc2ccccc2)NC(=O)OC(C)(C)C)o1	1.2	-2.7	-3.7	2.0	2.4	-1.5	12.6	7.0	1.4	0.5
Cc1ccc(CNC(=O)C(=O)NCC2OCCN2C(=O)c2cccs2)cc1 (stereo not drawn)	2.6	2.5	7.8	-1.5	0.4	-2.1	0.8	7.1	6.7	-0.3
Cc1nn(C)cc1S(=O)(=O)Nc1ccc2c(c1)OCCO2	1.8	0.8	1.7	-4.7	-1.4	-6.5	1.7	2.1	2.0	-0.9
O=C(COC(=O)/C=C/c1cccc(C(F)(F)F)c1)NC(=O)NCc1ccccc1	4.8	-0.4	3.9	-2.4	-3.0	1.3	-2.4	0.3	-1.8	0.1
Nc1cc2c(cc1[N+](=O)[O-])-c1ccccc1C2=NO	-1.0	1.1	-4.0	-3.9	8.6	-5.6	0.7	-14.9	-6.0	0.2
CN(CC(=O)Nc1cccc(Cl)c1)S(=O)(=O)c1ccc2c(c1)n(C)c(=O)c(=O)n2C	4.7	-1.2	3.6	1.5	6.0	-3.3	1.7	-4.8	-1.1	-0.5
O=C1c2ccccc2C(=O)N1c1ccccc1	3.5	0.8	7.8	1.6	0.4	-3.7	7.5	6.1	2.6	0.1
N#C/C(=C\Nc1ccccc1O)c1nc2ccccc2o1	-0.1	-4.4	-6.6	-1.4	-7.2	4.5	-1.8	17.8*	-12.4	-0.9
CCO[C@@H]1OC(C(=O)Nc2ccccc2)=C[C@H](C2CC2)[C@H]1CCCO	2.2	-3.6	0.8	1.8	2.2	1.9	-0.7	-4.7	-2.2	-0.5
Oc1cccc(C=NN=C2c3ccccc3-c3ccccc32)c1	-0.6	-0.1	4.3	0.0	-1.8	3.0	-4.4	-29.2	-1.0	0.3
COC(=O)[C@]1(C)N[C@H](CN(C)C(=O)Nc2ccccc2)[C@@H]2C(=O)N(Cc3ccccc3)C(=O)[C@@H]21	-3.0	0.7	2.6	2.6	-3.8	-2.3	-8.2	7.5	-4.3	0.0
Cc1c(NC(=O)c2ccc3c(c2)OCO3)c(=O)n(-c2ccccc2)n1C	2.2	-0.7	10.9	-0.3	4.2	-0.3	-2.3	-2.3	1.2	-0.4
CC1(Br)C(Sc2ccccc2[N+](=O)[O-])=Nc2ccccc21 (stereo not drawn)	2.1	-0.5	1.0	-1.4	3.5	6.2	4.2	1.9	-4.4	0.4
CCc1ccccc1NC(=O)NC1CC2CCC(C1)N2Cc1cccs1 (stereo not drawn)	-3.6	4.8	-10.1	-0.3	-4.7	-7.1	2.5	4.8	1.8	-0.2
COc1ccc(C#Cc2c(-c3ccsc3)oc3ccc(N4CCOCC4)cc23)cc1	1.5	-1.6	1.3	0.7	1.2	3.3	-2.0	14.6	1.1	-4.7
CCOC(=O)c1ccc(CN(Cc2ccc(C)cc2)S(=O)(=O)c2cccc([N+](=O)[O-])c2)cc1	0.4	-2.1	-3.0	-0.6	6.8	2.5	-2.0	4.0	1.6	0.0
CC1(C)Cc2c(c(N3CCOCC3)nc3sc(C(=O)Nc4cccc(Cl)c4)c(N)c23)CO1	-7.3	-0.9	-1.9	-0.6	2.6	-2.9	8.2	-0.5	6.5	-8.4
CCC(=Nc1ccc(Cc2ccncc2)cc1)c1c(O)n(C)c(=O)n(C)c1=O	0.9	-1.5	2.7	0.7	-10.8	0.6	0.3	0.3	6.1	0.1
O=C(CSc1nc(C2CC2)nc2ccccc12)N1c2ccccc2Sc2ccc(C(F)(F)F)cc21	1.0	1.0	-4.2	-1.0	-11.9	-2.9	0.8	-4.1	1.2	0.8
O=C(CN1CCCCCC1)Nc1cc(C(F)(F)F)ccc1Cl	-0.1	1.0	4.0	-1.3	7.1	-4.0	4.3	-4.5	-3.5	-0.1
CC1=NN(C(N)=S)C(=O)C1N=Nc1ccccc1O (stereo not drawn)	-8.2	-18.0	-10.1	-3.4	7.6	0.1	6.2	-11.8	8.0	0.2
COc1ccc(Cc2nnc(NC(=O)c3ccco3)s2)cc1OC	-6.6	-0.2	-3.0	-3.0	-1.6	7.9	0.7	2.6	-3.6	0.1
CCCCn1c(CCC(=O)O)nc2cc(S(=O)(=O)N(CC)CC)ccc21	4.5	5.4	3.4	0.6	-8.8	-46.3	3.8	-47.5	-2.0	-0.2
COc1ccc2cc(C(N)=O)c(=Nc3ccc(C)cc3)oc2c1	1.2	-2.4	-6.2	5.7	-0.3	8.4	-1.2	14.0	-1.9	-1.3
O=C(Nc1ccc(NC(=O)c2cccs2)cc1)c1cccnc1	3.8	-0.5	6.4	-5.3	12.0	-9.0	0.9	-0.8	-1.6	1.4
CC(CC(=O)N(C)C1CCCCC1)S(=O)(=O)c1ccc2c(c1)NC(=O)CO2 (stereo not drawn)	-3.6	-3.2	6.6	2.6	18.1	6.5	-7.9	2.9	7.2	-0.3
Cc1cccc(NC(=O)C2CCCN(C(=O)Nc3ccc(F)cc3)C2)c1C (stereo not drawn)	6.9	10.2	1.8	1.6	-9.7	10.0	-4.0	-7.4	4.5	-0.9

Screening results deposited in PubChem by The Scripps Research Institute Molecular Screening Center.

This is a random part of the collection. About 4.6% of those tested had a hit in this group.
